# Screens (PubChem)
# Growth percent in the NCI-60 one-dose screen (48 h, 10 µM unless noted): 100 = growth as untreated, 0 = no growth, -100 = all killed.
# SR: SR leukemia cells; actives 8.7% (n = 73,000)
# MDA-MB-231: MDA-MB-231 breast cancer | actives 5% (n = 81,000)
# T-47D: T-47D breast cancer | actives 5% (n = 79,000) | AID 1794792
# K-562: K-562 leukemia | actives 7.4% (n = 78,000) | AID 1794777
# MDA-MB-468: MDA-MB-468 breast cancer. actives 8.5% (n = 78,000). AID 2202374
# HS 578T: HS 578T breast cancer | actives 4.1% (n = 78,000) | AID 1794788
# MCF7: MCF7 breast cancer | actives 6.3% (n = 82,000) | AID 1794796
# BT-549: BT-549 breast cancer; AID 1794793; actives 4.4% (n = 78,000)
# * hit, by the source's call; · = no result given; & = joins results of further samples; [ ] = dose if it differs, or a comment. How the source made its calls: active means growth percent below 10; inactive means the rest.
SMILES,SR,MDA-MB-231,T-47D,K-562,MDA-MB-468,HS 578T,MCF7,BT-549
O=C(Nc1ccccc1)c1cc([N+](=O)[O-])ccc1O,100,99,95,104,113,103,97,89
COC(=O)c1ccc(C(=O)Nc2sc3c(c2C(N)=O)CCCC3)cc1,24,109,108,85,·,96,106,105
O=C1NC(=O)C(O)(C(=O)O)N1 (configuration not stated),88,109,98,96,110,110,98,·
CNC(=O)c1c(NC(=O)c2ccc(C(C)(C)C)cc2)sc2c1CCC(=O)C2,·,-20*,-23*,5.5*,3.3*,24,9.0*,1.1*
Cc1nc2c(nnn2-c2ccccc2)c2nc(-c3ccc(Cl)cc3)oc(=O)c12,103,119,·,112,106,107,95,107
Nc1[nH]c(=O)[nH]c(=O)c1N=Cc1ccccc1,85,106,·,111,103,110,97,109
Cc1onc(-c2c(Cl)cccc2Cl)c1C(=O)Nc1ccccc1CC1c2ccccc2CCN1C (configuration not stated),100,70,80,85,78,·,87,101
COc1cccc(/C=N/NC(=O)CSc2nc3ccccc3c(=O)n2CCc2ccc(S(N)(=O)=O)cc2)c1,81,74,61,67,110,104,81,92
O=C(CNc1nc2ccccc2s1)Nc1ccc(-c2nc3ccccc3s2)cc1,91,99,74,95,-18*,100,25,106
CC1(C)CC[C@]2(C(=O)O)CC[C@]3(C)C(=CCC4[C@@]5(C)C[C@@H](O)[C@@H]6OC(c7cccc([N+](=O)[O-])c7)OC[C@@]6(C)C5CC[C@]43C)C2C1 (some centres not stated),73,82,93,45,76,94,74,77
CC1C(=O)C2=C(CCC2)c2cn(Cc3ccccc3)c3cccc1c23 (configuration not stated),47,92,53,59,74,98,83,·
O=C(NCCCN1CCOCC1)c1cccc(N2C(=O)/C(=C/c3ccc(F)cc3)SC2=S)c1,99,89,92,96,·,82,93,97
COC(=O)[C@]12CC[C@@H](C)[C@H](C)[C@@H]1C1=CC[C@@H]3[C@@]4(C)C(C=O)=C[C@@](C)(COS(C)(=O)=O)C4=CC[C@@]3(C)[C@]1(C)CC2,-16*,-55*,-11*,-6.4*,-60*,-24*,-17*,-44*
NS(=O)(=O)c1ccc(NC(=O)/C(=C\c2ccc(Br)cc2)NC(=O)c2ccccc2)cc1,88,105,92,93,100,94,98,·
Cc1c(Cl)ccc2c1N1OC(C2)C[C@H]1/C=C/c1ccccc1 (some centres not stated),80,82,84,71,104,108,82,110
Nc1ccc(C(=O)Nc2nc3c(s2)C[C@@H](NC(=O)c2cc(Br)c(Br)[nH]2)CC3)nc1,51,84,43,52,83,54,62,64
CC(C)C1=CC2=CC[C@H]3C(C)(C)CC(=O)C[C@]3(C)[C@H]2CC1,89,105,99,94,110,86,109,110
CCCCCCCC/C=C\CCCCCCCCOc1ccc(CCOP(=O)(O)OCC[N+](C)(C)C)cc1,41,94,·,100,86,101,92,96
N#Cc1c(-c2ccc(F)cc2)n2c(nc1=O)NNCC2=O,97,98,107,105,109,107,96,108
O=C(NCCCN1CCN(CCCNC(=O)C2CCCCC2)CC1)C1CCCCC1,·,108,90,93,110,102,96,96
COc1cc2c(cc1OC)-c1ccc3cc4c(cc3c1N(CCCN1CCN(C)CC1)C2)OCO4,53,73,60,60,63,82,59,75
CSc1ccc(NC(=O)Nc2ccccc2C(N)=O)cc1,87,124,90,95,101,117,104,79
Nc1ccc2cn[nH]c2c1,90,·,109,106,·,118,94,108
O=C1c2ccccc2C(=O)c2c1oc1c2c(=O)[nH]c2ccc(Cl)cc21,34,-42*,-58*,13,-32*,-7.6*,0.7*,38
CCN(CC)CCC(C(N)=O)c1ccccc1 (configuration not stated),95,100,86,91,108,106,98,94
COc1ccc(NC(=O)Nc2ccc(OCC(=O)c3ccc(OC)cc3)cc2)cc1,·,102,91,93,109,93,84,90
COc1cc(-c2cc(-c3ccccc3)nc3nc(NN)[nH]c(=O)c23)cc(OC)c1OC,99,92,110,104,92,101,85,105
COc1ccc(S(=O)(=O)c2ccc(F)cc2)cc1,87,94,99,115,105,94,101,99
NC(=O)C(CO)c1ccccc1 (configuration not stated),101,83,108,107,84,102,89,99
CC1(C)N=C(N)N=C(N)N1c1ccc(S(=O)(=O)Nc2nccs2)cc1,104,103,96,99,103,103,103,94

# 11 of these compounds in a different format.
# Values run as follows: SR, MDA-MB-231, T-47D, K-562, MDA-MB-468, HS 578T, MCF7, BT-549
> CCCCCCCC/C=C\CCCCCCCCOc1ccc(CCOP(=O)(O)OCC[N+](C)(C)C)cc1
    41, 94, ·, 100, 86, 101, 92, 96
> N#Cc1c(-c2ccc(F)cc2)n2c(nc1=O)NNCC2=O
    97, 98, 107, 105, 109, 107, 96, 108
> O=C(NCCCN1CCN(CCCNC(=O)C2CCCCC2)CC1)C1CCCCC1
    ·, 108, 90, 93, 110, 102, 96, 96
> COc1cc2c(cc1OC)-c1ccc3cc4c(cc3c1N(CCCN1CCN(C)CC1)C2)OCO4
    53, 73, 60, 60, 63, 82, 59, 75
> CSc1ccc(NC(=O)Nc2ccccc2C(N)=O)cc1
    87, 124, 90, 95, 101, 117, 104, 79
> Nc1ccc2cn[nH]c2c1
    90, ·, 109, 106, ·, 118, 94, 108
> O=C1c2ccccc2C(=O)c2c1oc1c2c(=O)[nH]c2ccc(Cl)cc21
    34, -42*, -58*, 13, -32*, -7.6*, 0.7*, 38
> CCN(CC)CCC(C(N)=O)c1ccccc1 (configuration not stated)
    95, 100, 86, 91, 108, 106, 98, 94
> COc1ccc(NC(=O)Nc2ccc(OCC(=O)c3ccc(OC)cc3)cc2)cc1
    ·, 102, 91, 93, 109, 93, 84, 90
> COc1cc(-c2cc(-c3ccccc3)nc3nc(NN)[nH]c(=O)c23)cc(OC)c1OC
    99, 92, 110, 104, 92, 101, 85, 105
> COc1ccc(S(=O)(=O)c2ccc(F)cc2)cc1
    87, 94, 99, 115, 105, 94, 101, 99

# (next part)
SMILES,SR,MDA-MB-231,T-47D,K-562,MDA-MB-468,HS 578T,MCF7,BT-549
CC(O)CC(C)(C)NC(=O)C(C)O (configuration not stated),98,125,108,103,107,108,88,105
CN1C(=O)N2CN3CCCN(C3)CN3C(=S)NC1C23 (configuration not stated),97,104,105,97,102,101,95,117
NC(=O)OC[C@H](N)C(=O)O,99[20 µM],104[20 µM],101[20 µM],101[20 µM],98[20 µM],100[20 µM],94[20 µM],100[20 µM]
O=C(Nc1ccc(Oc2cccc(F)c2)c(Cl)c1)c1ccccn1,104,100,77,89,85,98,89,92
COc1cc(-c2noc(CSc3nc4ccccc4s3)n2)cc(OC)c1OC,100,82,75,101,89,96,88,98
COc1ccc(Sc2nc(N)nc3c2CCN(Cc2ccc(OC)cc2OC)C3)cc1,57,75,51,55,49,90,60,70
O=c1cc(CO)[nH]nc1CO,93,100,97,108,89,104,104,112
CCCCCCCCCCCCC[N+](C)(C)Cc1ccccc1,·,-56*,15,3.0*,-25*,-31*,·,-73*
c1ccc(OC2COC(Oc3ccccc3)CO2)cc1 (configuration not stated),89,100,102,87,88,114,·,106
COC(=O)/C=C/c1ccccc1OC(C)=O,89,126,113,102,109,110,96,·
COc1ccc(Oc2ccc(/C=N/Nc3nc4ccccc4c(=O)n3-c3ccccc3)cc2)cc1,95,104,94,95,101,113,94,109
CCOc1ccc(/C=N/NC(=O)C(=O)N/N=C/c2ccc(OCC)c(OCC)c2)cc1OCC,98,118,89,93,·,·,97,102
C=C1c2nc3ccccc3n2C=C(c2cccc(Cl)c2)N1Cc1ccc(OC)cc1,-17*,36,-23*,0.5*,32,15,4.6*,-1.3*
CN1CCN(C(=O)Nc2ccc(Cl)cc2)CC1,103,82,105,104,102,110,109,110
Nc1cccc(-c2nc3sccn3c2-c2ccnc(NCCCNS(=O)(=O)c3ccc(Cl)cc3)n2)c1,105,98,69,74,71,104,90,120
Cc1cccc(C)c1NC(=O)CSC(=S)n1cnc2ccccc21,84,116,88,96,119,105,106,98
C=C(CC)CCCC,107,111,97,104,101,99,108,106
COC(CC(F)F)c1ccc(-c2ccccc2)cc1 (configuration not stated),124,107,104,103,91,99,94,113
CN1CCc2cccc3c2C1Cc1ccc(O)c(O)c1-3 (configuration not stated),·,66,89,64,0.7*,99,82,82
Nc1nc(Cl)c2ncn(CCCCCB(O)O)c2n1,95,94,95,118,116,107,99,107
COc1cc2c(c(OC)c1OC)C(=O)/C(=C\c1ccccc1)O2,·,85,66,70,99,104,58,73
CC/C(=C(/c1ccc(O)cc1)c1ccc(OCCCN(C)C)cc1)c1ccc(Cl)cc1,107,139,100,98,115,111,101,102
N#C/C(=C\c1cccs1)C(=O)c1ccco1,100,104,110,110,90,106,90,117
Cn1cc(-c2nn3cc(-c4ccncc4)nc3s2)c2cc(F)ccc21,1.9*,63,41,20,55,87,18,65
C/C(=N\Nc1ncc(C#N)c(N)n1)c1ccc(Br)cc1,74,106,87,92,90,82,87,112
CCOC(=O)c1[nH]cc2c1CCc1sc(N)nc1-2,88,106,96,95,99,74,95,74
COc1ccc(C2=Nc3c/c(=C\c4c(O)[nH]c5ccc(Cl)cc45)ccc3=N2)cc1,2.4*,43,54,19,·,42,0.3*,35
CC(NC(=O)CI)C(=O)Nc1ccc(C(=O)O)c(O)c1 (configuration not stated),117,103,94,·,88,117,90,107
CC1(C)CC[C@]2(C(=O)O)CC[C@]3(C)C(=CC[C@@H]4[C@@]5(C)CC[C@H](NOCCCN)C(C)(C)[C@@H]5CC[C@]43C)[C@@H]2C1,-8.0*,92,73,46,-46*,87,68,80
O=C(c1ccccc1)N1c2ccccc2Sc2ccccc21,85,90,107,92,·,119,93,58
COc1cc(/C=N/NC(=O)c2ccc(C(F)(F)F)nc2Nc2ccc(Cl)cc2C)ccc1O,-15*,53,34,15,·,-15*,28,16
COc1cc(-c2cc(-c3ccccc3)nc3nc(N)nn23)cc(OC)c1OC,100,81,102,113,104,103,75,103
CN(Cc1ccccc1)c1nc(Cl)c(/C=C/C(=O)c2ccc(Cl)cc2)s1,32,51,86,49,94,86,25,92
Cc1cc(Cl)c2ccc(N(C)C)cc2n1,87,102,91,89,94,97,92,111
CCOC(=O)N(Cc1ccccc1)C1CC1,·,106,101,·,94,115,103,104
CCc1nnc2sc(/C=C/c3cccc(C(F)(F)F)c3)nn12,87,109,82,93,84,103,50,101
O=C(Nc1cccc(-n2cc(-c3ccncc3)c(-c3ccc(Cl)c(O)c3)n2)c1)Nc1cccc(C(F)(F)F)c1,·,21,19,13,10,29,10,36
O=C(Nc1cccc(Cn2c(=O)[nH]c3ccc(Oc4ncccn4)cc3c2=O)c1)Nc1ccccc1F,72,102,42,69,62,102,82,87
Cc1cccc(N2C(=O)C=CC2=O)c1,·,·,·,·,110,116,102,113
O=C1CC(=O)N(CCc2ccncc2)C(=O)N1CCc1ccncc1,98,107,78,111,124,112,91,100
Fc1cc(-c2nn(CN3CCOCC3)c(=S)n2/N=C/c2ccc(Cl)cc2)c(Cl)cc1Cl,89,110,105,92,·,96,100,112
COc1ccc(-c2c3c(cc4cc5ncccc5nc24)[C@H]2CC[C@]4(C)C(=O)CC[C@H]4[C@@H]2CC3)cc1,48,56,23,38,70,66,37,72
CCC(C)CCC(O)C(C)CO (configuration not stated),102,104,88,112,95,100,89,95
CCN(CCO)C(=O)C(C)O (configuration not stated),102,120,103,112,89,103,96,104
CC1=NN(CNc2nc3c(C)ccc(C)c3s2)C(=O)C1,89,99,98,97,92,114,85,112
CC1CCCc2c1cc(C(=O)CBr)c1ccccc21 (configuration not stated),86,99,74,83,122,116,104,91
O=C1/C(=C\c2ccc(F)cc2)CN(C(=O)c2ccccc2F)C/C1=C\c1ccc(F)cc1,-18*,-39*,40,-0.9*,-74*,12,-72*,-43*
Cc1nn(-c2ccccc2)c2nc(Cl)c(/C=C/C(=O)c3ccccc3)c(-c3ccccc3)c12,·,111,107,·,105,96,96,88
COc1cc2c(cc1OCCCN1Cc3ccc(OCCCCC(=O)N4CCC(CCN5CCCC5)CC4)cc3C1)N=C(N)C21CCCC1,1.9*,87,56,4.8*,17,·,58,63
O=C(NC1CCCCC1)Oc1ccccc1-c1ccccc1,75,88,83,79,83,89,86,86

# (continued)
SMILES,SR,MDA-MB-231,T-47D,K-562,MDA-MB-468,HS 578T,MCF7,BT-549
O=C(N/N=C/c1ccccc1SSc1ccccc1/C=N/NC(=O)c1ccccc1)c1ccccc1,19,45,44,18,52,75,10,30
CCOc1cc2c(c(OCC)c1OCC)C(=O)N[C@@H]1[C@@H](O)[C@@H](O)[C@H](O)C[C@@H]21,96,121,100,98,107,99,96,108
O=C(NCc1ccccc1)Nc1ncccc1OCc1ccccc1Cl,·,99,73,80,91,89,96,90
c1ccc(Nc2ncnc3onc(-c4ccccc4)c23)cc1,·,101,67,94,88,83,87,96
CC(C)Cc1ccc(C(C)c2nnc(Nc3nc4ccccc4s3)s2)cc1 (configuration not stated),103,95,100,96,95,93,97,97
Cc1ccccc1NC(=O)CSc1[nH]c(=O)cc(C)c1C#N,97,93,98,96,·,142,110,128
Nc1ccc2ccccc2c1C(=O)c1ccccc1,85,104,105,103,115,112,105,98
Cc1csc(/N=C(N)/N=C(\N)c2ccc(Cl)cc2)n1,93,102,81,103,100,112,70,117
CC(O)c1cccnc1 (configuration not stated),97,102,109,99,107,111,96,101
C=C(C)[C@@H]1CC[C@]2(C(=O)N[C@H](Cc3ccccc3)C(=O)OC)CC[C@]3(C)[C@H](CC[C@@H]4[C@@]5(C)C/C(=C/c6ccco6)C(=O)C(C)(C)[C@@H]5CC[C@]43C)[C@@H]12,77,99,74,91,95,97,87,111
COc1nc2ccccc2cc1-c1nc2c(cnn2-c2ccc(Br)cc2)c(=O)[nH]1,·,67,24,16,5.5*,23,22,50
O=c1[nH]c2ccccc2s1,99&105&101,96&99&111,106&85&97,108&108&104,104&103,94&88&105,93&95&100,87&102&113
CCCCSc1ccccn1,92,108,101,94,108,110,111,114
